Menin MLL FP TR: displaces Texas Red mutant MLL peptide from human menin; O00255; Menin + Texas Red MLL mutant peptide, fluorescence polarization; Potency, µM (highest dose often 61.6 µM), without a hit: top-dose FP activity change, negative = inhibition, most hits filed as inhibitors; 0.23% of 270,000 active; active = well fitted inhibition curve with a large enough effect in the polarisation, with a control signal flat, not every such curve was filed as active; inconclusive = small, poorly fitted or top-dose-only effect, or effect the other way, or a change in a side signal; inactive = no such curve, though single readings can be large or run the other way; the % refers to the polarisation; also: potency is read from the fitted curve at half-maximal effect; % of control where 0% means no effect; many of its hits are not listed in these tables
FLuc counter: inhibits or activates purified firefly luciferase, miR-21 counter-screen | P08659 | purified FLuc, Km substrates, luminescence inhibition | Potency, µM (doses to about 57.5 µM), for the others: top-dose activity change, negative = inhibition, hits mostly inhibitors | 6.9% of 360,000 active;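 also: potency is read from the fitted curve at half-maximal effect; plate controls were vehicle for no effect and reference inhibitor for full effect; nearly all actives have a fitted effect of over 55% in size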
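Purified P. pyralis luciferase (10nM final) with 10uM D-luciferin and 10uM ATP (Km levels) in 50mM Tris acetate pH 7.5, 10mM Mg acetate, 0.01% Tween-20, 0.05% BSA; qHTS 6-point titration, ~60 µM downward; luminescence read.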
Mito fusion yeast: mitochondrial division inhibition or fusion activation; S. cerevisiae fusion-defective mutant growth rescue, CellTiterGlo 48 h; AID 485298; 0.23% of 320,000 active; Potency, µM (doses to about 46.1 µM), for inactives: top-dose growth rescue (activation), usual class: activators;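 also: potency is read from the fitted curve at half-maximal effect; % of control where 0% means no effect; nearly all actives have a fitted effect of over 45% in size; temperature-sensitive fusion mutants such as fzo1-1 at 37 °C on non-fermentable ethanol glycerol medium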
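Growth-rescue viability read-out: after 48 h at the non-permissive 37C in glycerol/ethanol YPEG, yeast mitochondrial fusion mutants are measured by CellTiterGlo luminescence; compounds (23 nl pinned per well) restoring growth score as division inhibitors or fusion activators.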
Rab9 prom act: activators of Rab9 promoter. Huh7 Rab9 promoter-luciferase reporter, luminescence, 24 h. AID 485297. Potency, µM (titrated, usually from 9.22 µM), for the others: top-dose activation, negative = inhibition, usual class: activators. 2.8% of 320,000 active; also: potency is read from the fitted curve at half-maximal effect; % of control where 0% means no effect; nearly all actives have a fitted effect of over 60% in size
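Promoter activation is measured as luciferase luminescence in Huh7 cells stably transfected with a Rab9 promoter–luciferase construct, following 24 h compound exposure at 37 °C and 10 min reagent incubation at ambient temperature.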
KCNH2 3.1 block: KCNH2 3.1 (human) potassium channel inhibition; U2OS KCNH2 3.1, thallium flux FluxOr; active compounds read low; activity change, % (tested at about 1.8 µM); 0.95% of 340,000 active; AID 720553;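 active = maximum activity change below -70%; inconclusive = maximum activity change from -70% to -50%; inactive = maximum activity change above -50%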;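 also: thallium influx rate constant from kinetic fluorescence after stimulation buffer; % is scaled to controls: 0 for no effect and ±100 for the full control effect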
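Kinetic fluorescence (2 min after stimulation buffer) measures Tl+ influx through KCNH2 3.1 expressed by viral transduction in U2OS cells; the rate constant is normalized against DMSO controls serving as positive and negative references.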
Gal4-VP16 FLuc: counter-screen for ROR gamma inhibitors: Gal4-VP16 reporter | Drosophila S2 Gal4-VP16 UAS-luciferase, luminescence, 20 h | Potency, µM (titrated, usually from 53.6 µM), for the others: at the highest dose activity, negative = inhibition, hits mostly inhibitors | 3.5% of 310,000 active | AID 2546;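 also: Gal4-VP16 expression switched on by copper sulfate through the metallothionein promoter; potency is read from the fitted curve at half-maximal effect; % is scaled to controls: 0 for no effect and ±100 for the full control effect; nearly all actives have a fitted effect of over 50% in size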
RORg inh: ROR gamma (mouse) transcription inhibition. Potency, µM (highest dose often 53.6 µM), inactives show top-dose activity change, negative = inhibition, hits mostly inhibitors. AID 2551. 5.4% of 310,000 active. Drosophila S2 Gal4-RORgamma UAS-luciferase reporter, 20 h; also: potency is read from the fitted curve at half-maximal effect; % is scaled to controls: 0 for no effect and ±100 for the full control effect; nearly all actives have a fitted effect of over 60% in size
Target sequence (P51450 whole entry, looked up, the tested form may be a part): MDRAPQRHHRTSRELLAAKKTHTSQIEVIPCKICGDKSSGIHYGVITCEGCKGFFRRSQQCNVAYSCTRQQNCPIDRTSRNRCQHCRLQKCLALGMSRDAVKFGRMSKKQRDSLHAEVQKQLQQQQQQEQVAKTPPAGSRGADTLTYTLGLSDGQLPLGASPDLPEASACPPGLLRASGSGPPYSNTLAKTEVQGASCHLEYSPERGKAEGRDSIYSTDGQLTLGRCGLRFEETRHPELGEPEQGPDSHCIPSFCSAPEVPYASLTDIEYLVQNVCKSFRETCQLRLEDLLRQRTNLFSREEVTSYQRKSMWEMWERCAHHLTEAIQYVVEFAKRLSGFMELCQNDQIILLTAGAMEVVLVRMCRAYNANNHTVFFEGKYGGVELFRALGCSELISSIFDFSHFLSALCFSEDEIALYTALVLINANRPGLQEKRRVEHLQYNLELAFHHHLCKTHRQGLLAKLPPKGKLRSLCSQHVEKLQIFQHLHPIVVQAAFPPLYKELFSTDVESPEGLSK
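Compounds are pin-transferred onto Drosophila Schneider cells expressing a copper-inducible Gal4–ROR gamma transactivation domain fusion. After 1 hr, copper sulfate is added to 700 uM final; luciferase is read 20 hr later.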
ELG1 DNA repair: ELG1-dependent DNA repair inhibition; HEK293T ELG1-luciferase reporter, luminescence, 16 h; DNA damage induced by 5-fluorouridine; Potency, µM (titrated, usually from 46.1 µM), for inactives: at the highest dose activity change, negative = inhibition, hits mostly inhibitors; 2.3% of 330,000 active; AID 504467; also: potency is read from the fitted curve at half-maximal effect; % is scaled to controls: 0 for no effect and ±100 for the full control effect; nearly all actives have a fitted effect of over 55% in size
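Reporter activity after DNA damage by 5-fluorouridine is monitored. Compound-treated cells incubate 16 hr at 37 °C, then ONE-Glo is added for 30 min before luminescence reading.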
NPC1 promoter act: activates the NPC1 promoter. Huh7 NPC1 promoter luciferase reporter, 24 h. Potency, µM (doses to about 9.22 µM), for the others: at the highest dose activation, most hits filed as activators. 2.4% of 320,000 active;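 also: potency is read from the fitted curve at half-maximal effect; % of control where 0% means no effect; nearly all actives have a fitted effect of over 60% in size; reporter is driven by a mutant NPC1 promoter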
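Cells: Huh7 expressing luciferase under the NPC1 promoter, 1500/well. Seeded 2 h, compound added, incubated 24 h at 37 °C. Luciferase reagent, 10 min ambient, then luminescence.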
PKM2 act: PKM2 (human) enzyme activation; 0.34% of 260,000 active; purified PKM2, Kinase-Glo ATP luminescence, activation; response scale: 0% is enzyme alone, no compound; Potency, µM (doses to about 57.5 µM), inactives show at the top dose activation, most hits filed as activators; AID 1631; also: potency is read from the fitted curve at half-maximal effect; % is scaled to controls: 0 for no effect and ±100 for the full control effect; nearly all actives have a fitted effect of over 55% in size
Target sequence (P14618 whole entry, looked up): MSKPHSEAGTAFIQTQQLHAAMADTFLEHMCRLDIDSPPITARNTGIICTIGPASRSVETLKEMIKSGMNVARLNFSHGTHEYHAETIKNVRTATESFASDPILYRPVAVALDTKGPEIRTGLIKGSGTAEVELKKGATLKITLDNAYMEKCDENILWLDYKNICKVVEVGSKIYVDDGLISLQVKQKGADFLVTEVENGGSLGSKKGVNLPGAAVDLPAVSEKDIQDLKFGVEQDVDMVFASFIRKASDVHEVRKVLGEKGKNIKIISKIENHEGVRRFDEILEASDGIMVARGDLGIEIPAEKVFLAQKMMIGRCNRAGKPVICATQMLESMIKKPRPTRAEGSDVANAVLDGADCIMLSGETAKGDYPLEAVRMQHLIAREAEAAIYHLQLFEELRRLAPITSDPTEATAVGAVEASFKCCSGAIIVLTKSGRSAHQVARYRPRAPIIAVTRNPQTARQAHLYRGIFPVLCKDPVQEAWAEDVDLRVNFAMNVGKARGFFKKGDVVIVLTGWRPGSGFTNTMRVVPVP
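hPK-M2, >95% pure; 0.1 mM ADP / 0.5 mM PEP final; imidazole pH7.2 buffer w/ 7 mM MgCl2, 50 mM KCl; 1 h RT; Kinase-Glo lum. Intermediate enzyme activity for dual inhibitor/activator qHTS.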
MBNL1-CUG inh: MBNL1-poly(CUG) RNA binding inhibition; AID 2675; Q9NR56; 0.036% of 280,000 active; Potency, µM (top dose mostly 57.5 µM), for inactives: at the top dose activity change, negative = inhibition, actives largely listed as inhibitors; TR-FRET MBNL1-His/biotin-(CUG)12 binding, 665/545 ratio; active = well fitted inhibition curve with a large enough effect in the signal ratio, with a control signal flat, not every such curve was filed as active; inconclusive = small, poorly fitted or top-dose-only effect, or effect the other way, or a change in a side signal; inactive = no such curve, though single readings can be large or run the other way; the % refers to the signal ratio; also: potency is read from the fitted curve at half-maximal effect; % is scaled to controls: 0 for no effect and ±100 for the full control effect
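TR-FRET between His-tagged MBNL1 and biotin-(CUG)12 RNA, detected with Tb anti-His antibody (0.055 ng/ul) and streptavidin-XL665 (5 nM), 60 min at room temperature. Compounds titrated 92 nM to 58 uM; 665/545 nm ratio normalized to buffer and complex controls.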
The depositor's hits bear a star; ? = inconclusive; . = no result given; & = joins results of further samples; [ ] = another dose, or the depositor's remark. Unless noted, calls follow the shape of the dose curve; as a rule, active = well fitted curve in the direction sought with a large enough effect; inconclusive = small, poorly fitted or top-dose-only effect, or another doubt; inactive = no such curve, though single readings can be large; an effect the other way counts as inactive or inconclusive. Only part of the results is shown (hit frequency here may not be typical).

SMILES | Menin MLL FP TR | FLuc counter | Mito fusion yeast | Rab9 prom act | KCNH2 3.1 block | Gal4-VP16 FLuc | RORg inh | ELG1 DNA repair | NPC1 promoter act | PKM2 act | MBNL1-CUG inh
CCOc1ccc(C(=O)NCC(=O)NCCCn2nc(C)cc2C)cc1OCC | -14% | 3% | -7% | 4% | -9 | -4% | -23% | 15% | 1% | -4% | -4%
COc1ccccc1CNC(=O)COc1ccc(C)cc1 | 0% | 2% | -5% | 2% | 6 | 2% | 38% | 6% | 3.2µM* | 1%[11.5 µM] | -4%
O=C(NCc1ccco1)/C(=C/c1ccco1)NC(=O)c1ccc(Br)o1 | 3% | -2% | -3% | 1% | ? | 0% | 20% | ? | 2% | 1% | 7%
CCCCCCOC(=O)CCc1c(C)nc(N)[nH]c1=O | . | 4% | 1% | -3% | -3 | 11% | -15% | -6% | 0% | 3% | 3%
CCOC(=O)CNC(=O)CSc1nc2cccnc2n1Cc1ccccc1 | -14% | 0% | -1% | 7% | 3 | -3% | 7% | ? | 4% | 0% | 2%
CC(=O)c1cc(CN2CCC(n3nccc3NC(=O)c3ccccc3C)CC2)cs1 | . | 3% | 2% | 18% | . | 0% | -2% | 4% | -4% | -6% | 1%
C=CCOn1c(C)c(C(C)=O)c2c3no[n+]([O-])c3ccc21 | -16% | 0% | 2% | -5% | 9 | 3% | 6% | ? | 1% | 16% | 11%
COc1ccc(CNS(=O)(=O)c2cc3c4c(c2)CCN4C(=O)CC3)cc1 | . | 0%&-9% | -5% | 2% | 18 | . | . | 14% | -1% | . | .
CC(C)(C)C(=O)Nc1ncccc1C(O)c1cccc(C(F)(F)F)c1 (stereo unspecified) | -4% | -3% | -7% | 0% | -11 | -11% | 2% | -16% | 3% | 3% | -5%
CC(C)CNC(=O)COC(=O)c1cc(Cl)cc(Cl)c1N | 1% | 0% | 4% | -8% | 9 | 6% | 0% | 10% | -2% | 5% | 7%
COc1ccc(N2CCN(C(=O)c3ccccc3N(C)S(=O)(=O)c3ccc(C)cc3)CC2)cc1 | . | 0% | 5% | -1% | -3 | 1% | ? | -4% | 1% | . | -2%
Cc1cc(Br)ccc1NC(=O)CNC(=O)Cn1ncc(Cl)c(Cl)c1=O | 3% | 1% | -1% | -51%[inhibitor] | 9 | ? | -30% | 8% | -40%[inhibitor] | -6% | 14%
CN(c1ccc(OCC(=O)OCC(=O)NC2CCCC2)cc1)S(=O)(=O)c1ccc2ccccc2c1 | 4% | -7% | 0% | 0% | -35 | 0% | 2% | 6% | -4% | -3% | -2%
O=C(CSc1ccc(Cl)cc1)N1CCN(c2ncc(C(F)(F)F)cc2Cl)CC1 | -4% | -2% | ? | 2% | -124* | ? | ? | -22% | -1% | 0% | -9%
Clc1ccccc1CN1CCN(c2ncccn2)CC1 | -28% | 2% | 0% | -5% | -1 | -1% | 3% | -5% | -3% | 9% | 2%
Cn1cccc1-c1nc2ccc(NC(=O)c3cccs3)cc2[nH]1 | ? | ? | 5% | 3% | -6 | 0% | ? | ? | 0% | -6% | 1%
O=C(O)CCCNC(=O)CC1S/C(=N/N=C/c2ccccc2O)NC1=O (stereo unspecified) | -7% | ? | 0% | -3% | 13 | -11% | -22% | -18% | -2% | -12% | 10%
O=C(N/N=C/c1cccc([N+](=O)[O-])c1)c1ccc(COc2ccccc2-c2ccccc2)cc1 | 40%[activator] | 3% | 3% | -3% | -8 | -3% | 0% | -20% | 2% | -18% | -8%
Cc1cc(N2CCN(S(=O)(=O)c3ccc(C)c(C)c3)CC2)c2ccccc2n1 | 1% | 0% | -1% | -2% | ? | -11% | -26% | ? | -4% | 2% | -2%
CCOc1ccccc1NC(=S)NC(=O)CCCOc1ccc(Cl)cc1Cl | ? | 3% | -1% | 2% | -8 | 22µM* | 5µM* | -12% | 0% | 0% | 2%
COC(=O)CSc1nnc(-c2ccc(S(=O)(=O)N3CCC(C)CC3)cc2)o1 | 17% | 7% | -2% | 0% | 2 | 2% | -24% | 14% | -1% | 2% | -10%
Cc1ccc(C(C(=O)NC2CCCC2)N(Cc2cccnc2)C(=O)c2snc(C(N)=O)c2N)o1 (stereo unspecified) | -19% | -12% | 4% | 7% | -2 | -8% | 42% | -20% | 2% | -15% | ?
Cc1ccc(NC(=O)N(Cc2cccnc2)Cc2ccco2)cc1C | -8% | 2% | 2% | 1% | -1 | -6% | 9% | -10% | 2% | -3% | -2%
CC(=O)C1=C(O)C(=O)N(c2cccnc2)C1c1ccc([N+](=O)[O-])cc1 (stereo unspecified) | 2% | -6% | -30% | 7% | . | -10%[10 µM] | 3% | 3% | 0% | 0% | ?
CC(C)C[C@@H](C(=O)N[C@@H](C(=O)O)c1ccccc1)N1C(=O)N2CCc3c([nH]c4ccccc34)[C@@]2(C)C1=O | -13% | 3% | -2% | 0% | -1 | 2% | -21% | 24% | 0% | -2% | 2%
COc1ccc(CC(=O)NNC(=O)c2ccncc2)cc1 | 7% | 0% | 2% | 0% | -1 | 2% | 0% | 8% | 0% | -11% | -2%
CCOC(=O)CSc1nnc(CSc2nc3sc4c(c3c(=O)[nH]2)CCC4)n1-c1ccccc1 | -10% | 2% | -1% | 1% | -5 | 1% | -14% | 1% | 0% | 8% | 10%
CCCOc1cccc(C2C(C(=O)c3ccco3)=C(O)C(=O)N2c2nnc(C)s2)c1 (stereo unspecified) | ? | 4% | -1% | 7% | -4 | -6% | -44% | 17% | 0% | . | 62%[activator]
N=c1n(CCO)c2ccccc2n1Cc1ccccc1Cl | 1% | -3%[2.3 µM] | -1% | 3% | -13 | 0% | -22% | -10% | 1% | 0% | -6%
OC(CNCCc1ccc(C(F)(F)F)cc1)COc1cccc2ccccc12 (stereo unspecified) | 1% | 3% | -33%[inhibitor] | 0% | -40 | 13µM* | ? | 0% | 0% | -4% | -20%
CCN(CC)CCCNC(=O)c1cc(-c2ccc3c(c2)OCO3)on1 | ? | -10% | 9% | 0% | 11 | -13% | -3% | ? | 0% | . | 1%
CCOC(=O)C1(Cc2ccccc2)CCN(Cc2ccon2)CC1 | 27% | ? | 11% | -1% | -1 | -5% | 1% | 9% | -6% | 5% | 12%
CSc1nsc(SCC(=O)Nc2ccccc2C(N)=O)n1 | -15% | -2% | 0% | 2% | -15 | 7% | 8% | 15% | -2% | . | -8%
CC(=O)NCC(=O)N(c1c(C)n(C)n(-c2ccccc2)c1=O)C1(C(=O)NC2CCCC2)CCCCC1 | 18% | -2% | -1% | -4% | -22 | 3% | -5% | 1% | 1% | 2% | -7%
Cc1ccc(COc2cccc(/C=N/NC(=O)c3nnn(-c4nonc4N)c3C)c2)cc1 | 22% | 1% | 0% | 23% | 13 | -6% | 20% | ? | 2% | . | 3%
COc1cccc(C(=O)Nc2nnc(S(=O)(=O)N(C)c3ccccc3)s2)c1 | . | -19% | 27% | -2% | 10 | 5% | -1% | 3% | 1% | . | 8%
CC1CCCN(c2nc3c(c(=O)n(C)c(=O)n3C)n2CCSc2nc3ccccc3s2)C1 (stereo unspecified) | -11% | 3% | 4% | 2% | 4 | -3% | -5% | ? | -1% | 21% | -14%
CCOc1ccccc1Nc1nc2ccccc2n1C(C)C | -5% | ? | -1% | -2% | -2 | -6% | 10µM* | 2% | -2% | -2% | 1%
O=C(NCCc1ccc(Cl)cc1)C1CCN(S(=O)(=O)c2cccc3nonc23)CC1 | 13% | -1% | 0% | 7% | -6 | -2% | 18% | -1% | 11% | -20% | ?
CCc1ccc2[nH]c(=O)c(CN(Cc3ccco3)S(=O)(=O)c3ccc4c(c3)OCCO4)cc2c1 | 0% | 9% | -17% | 4% | 3 | -8% | -12% | 0% | -12% | -2% | 7%
Cc1cccc(N(CC(=O)NCc2ccc3c(c2)OCO3)C(=O)CCC(=O)Nc2ccccn2)c1C | 0% | -7% | 5% | 3% | -10 | -10% | -10%[10 µM] | ? | 5% | -4% | 8%
O=C(Nc1ccc2ncccc2c1)Nc1ccc2ncccc2c1 | 56%[activator] | 6.7µM* | -18% | 27% | 14 | -6% | 26% | ? | ? | 0% | 10%
Cc1nn(-c2ccccc2)c(N2CCCC2)c1/C=N/O | . | 3% | 5% | -3% | -15 | 5% | 19% | -21% | 0% | 6% | -2%
CCOc1ccc(C(=O)NCC(=O)OCc2cc([N+](=O)[O-])cc3c2OCOC3)cc1OCC | 15% | 1% | -6% | 8% | 32 | -3% | 6% | -9% | -6% | 3% | 8%

High-throughput results from PubChem BioAssay.
